FUS yeast rescue: suppressors of FUS proteinopathy in yeast. S. cerevisiae FUS-expressing, growth rescue, OD600, 24 h. Potency, µM (doses to about 76.6 µM), for inactives: at the highest dose growth rescue (activation), hits mostly activators. hit rate 0.24% among 390,000. AID 1347120;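 also: potency is read from the fitted curve at half-maximal effect; plate controls were DMSO vehicle for no effect and reference control for full effect; nearly all actives have a fitted effect of over 55% in size; some results filed as inactive show a strong effect at the top dose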
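Quantitative HTS measuring growth restoration of FUS-toxic yeast. Galactose-induced cells (OD 0.005) were exposed 24hr at 30C to compounds at several concentrations, then absorbance at 600 nm was recorded.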
TDP-43 yeast inh: inhibitors of TDP-43 toxicity in yeast; AID 652104; hit rate 1.8% among 410,000; Potency, µM (series often up to 46.1 µM), without a hit: top-dose growth rescue (activation), hits mostly activators; TDP-43 expressing yeast growth rescue, BacTiter-Glo, 24 h; also: potency is read from the fitted curve at half-maximal effect; % of control where 0% means no effect; nearly all actives have a fitted effect of over 50% in size
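Luminescence from BacTiter-Glo reports growth of TDP-43-expressing yeast after 24 hr at 30 deg C with compound. Cells were raffinose-pregrown to mid-log, then seeded in galactose medium at OD600=0.02.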
aSyn rescue: inhibitors of alpha-synuclein toxicity in yeast; Potency, µM (titrated, usually from 46.1 µM), for the others: top-dose growth rescue (activation), usual class: activators; hit rate 0.14% among 370,000; Yeast expressing alpha-synuclein, growth rescue, BacTiter-Glo, 24 h; also: potency is read from the fitted curve at half-maximal effect; % of control where 0% means no effect; nearly all actives have a fitted effect of over 65% in size
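Galactose-induced alpha-syn yeast (OD600=0.02, raffinose-pregrown) + pinned cpd, 24 hr, 30 deg C; growth by BacTiter-Glo luminescence. Growth restoration scores as activation.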
Abeta rescue: compounds reversing amyloid beta toxicity in yeast. yeast expressing A-beta42, growth rescue, OD600, 48 h; response scale: 0% DMSO, 100% iron-clioquinol control. Potency, µM (doses to about 46.1 µM), for the others: at the top dose growth rescue, actives largely listed as activators. hit rate 0.063% among 410,000; also: potency is read from the fitted curve at half-maximal effect; nearly all actives have a fitted effect of over 55% in size
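Yeast A-beta toxicity model in growth medium with pinned compounds, 48 h at 30 C; growth read as absorbance at 600 nm. Normalized to FeCl3/clioquinol equimolar mix (positive) and DMSO (negative).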
DRD3 antagonist: D3 dopamine receptor (human) antagonism; P35462; D3R cells, DiscoveRx beta-arrestin luminescence, antagonist mode; stronger effect = lower value; max response, negative = inhibition, %; hit rate 2.5% among 360,000; AID 652054; in the data active = max response below about -50%; inconclusive = no clear call, values can overlap the other calls; also: % is scaled to controls: 0 for no effect and ±100 for the full control effect; mostly tested at two doses, the higher about 12 µM
Target sequence (P35462 whole entry, looked up): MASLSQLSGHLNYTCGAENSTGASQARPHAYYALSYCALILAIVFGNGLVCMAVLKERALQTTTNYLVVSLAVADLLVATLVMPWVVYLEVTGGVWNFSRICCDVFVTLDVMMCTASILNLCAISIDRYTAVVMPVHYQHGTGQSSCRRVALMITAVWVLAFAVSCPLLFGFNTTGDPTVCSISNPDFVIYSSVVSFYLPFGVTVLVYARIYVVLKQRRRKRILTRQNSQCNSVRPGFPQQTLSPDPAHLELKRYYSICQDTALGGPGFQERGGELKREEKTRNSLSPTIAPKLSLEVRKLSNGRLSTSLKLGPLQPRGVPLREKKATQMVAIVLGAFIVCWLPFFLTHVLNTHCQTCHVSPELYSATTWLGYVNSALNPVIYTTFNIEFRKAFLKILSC
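Cells expressing the human receptor were seeded at 1500 cells/well, incubated overnight at 37 degrees C in 5% CO2, then exposed to library compounds with dopamine controls for 90 minutes at 37 degrees C before luminescent detection.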
Akt phos inh: inhibitors of Akt phosphorylation; hit rate 0.32% among 360,000; activity change, % for hits at 50 µM; Neuro2A IGF-stimulated pAkt S473 HTRF, 20 min; stronger effect = lower value; in the data active = activity change below about -80%; inconclusive = mostly about -51% to -80%; also: % is scaled to controls: 0 for no effect and ±100 for the full control effect
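Neuro2A cells in DMEM with 0.5% FBS, overnight at 37 deg C, given compound at single 50 µM final, then IGF (6 nM final) for 20 min at 37 deg C. Lysed; phospho-Akt Ser473 by HTRF after 24 h, 665/615 ratio.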
PTHR1 ag: PTHR1 (human) receptor agonism. HEK293 GP2 PTHR1 cells, GloSensor cAMP luminescence, 1 h. Potency, µM (titrated, usually from 115 µM), inactives show top-dose activation, hits mostly activators. Q03431. AID 743266. hit rate 0.075% among 410,000; also: potency is read from the fitted curve at half-maximal effect; nearly all actives have a fitted effect of over 55% in size; some results filed as inactive show a strong effect at the top dose; inactives centre near -15; many of its hits are not listed in these tables
Target sequence (Q03431 whole entry, looked up): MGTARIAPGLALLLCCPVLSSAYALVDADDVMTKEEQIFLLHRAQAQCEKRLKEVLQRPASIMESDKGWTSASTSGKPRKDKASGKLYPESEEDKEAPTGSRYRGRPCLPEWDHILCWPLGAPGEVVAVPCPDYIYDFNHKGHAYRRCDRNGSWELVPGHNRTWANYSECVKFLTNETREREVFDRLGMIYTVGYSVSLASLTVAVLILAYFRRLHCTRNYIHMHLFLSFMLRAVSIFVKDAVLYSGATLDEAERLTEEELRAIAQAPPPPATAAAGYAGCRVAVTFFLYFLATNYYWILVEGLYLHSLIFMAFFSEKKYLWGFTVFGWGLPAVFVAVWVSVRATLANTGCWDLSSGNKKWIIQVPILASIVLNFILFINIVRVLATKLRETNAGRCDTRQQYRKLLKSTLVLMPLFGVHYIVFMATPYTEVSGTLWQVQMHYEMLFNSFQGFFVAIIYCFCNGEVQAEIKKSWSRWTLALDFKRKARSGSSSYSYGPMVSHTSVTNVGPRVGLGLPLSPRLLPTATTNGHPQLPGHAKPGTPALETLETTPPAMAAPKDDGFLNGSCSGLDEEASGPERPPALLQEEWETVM
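HEK-293-derived GP2 cells expressing PTHR1 and a GloSensor cAMP reporter, 3,000/well, plated overnight, given luciferin plus IBMX (each 0.5 mM as added) for 1 h at 37 °C, then compound for 1 h at 37 °C. Luminescence was read after 15 min at room temperature.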
GLP1R inv ag: acts as inverse agonist at human GLP-1 receptor. HEK293 GLP-1R CRE-luciferase, luminescence, 24 h; GLP-1R form is constitutively active. Potency, µM (series often up to 38.3 µM), for the others: at the top dose activity change, negative = inhibition, hits mostly inhibitors. hit rate 1.6% among 410,000. P43220; also: potency is read from the fitted curve at half-maximal effect; % is scaled to controls: 0 for no effect and ±100 for the full control effect; nearly all actives have a fitted effect of over 55% in size
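Stable HEK293 clone (constitutively active GLP-1R + cAMP-response luciferase); 200 cells/uL plated, 12 h pre-culture, compound 24 hr, 37 deg C/5% CO2; detection reagent 12 min RT; luminescence.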
GLP1R ag: agonists of human GLP-1 receptor; P43220; HEK293 GLP-1R CRE-luciferase, luminescence, 4-6 h; cells express a hypersensitive GLP-1R form; Potency, µM (series often up to 45.6 µM), inactives show at the top dose activation, hits mostly activators; hit rate 0.007% among 380,000; also: potency is read from the fitted curve at half-maximal effect; % of control where 0% means no effect
* marks the source's active call; other numbers are inactive results; i = inactive; ? = inconclusive; · = not tested or not shown; & = joins results of further samples; [ ] = dose if it differs, or a comment. Unless noted, calls follow the shape of the dose curve; as a rule, active = well fitted curve in the direction sought with a large enough effect; inconclusive = small, poorly fitted or top-dose-only effect, or another doubt; inactive = no such curve, though single readings can be large; an effect the other way counts as inactive or inconclusive. Only part of the results is shown (hit frequency here may not be typical).

Below each compound: FUS yeast rescue	TDP-43 yeast inh	aSyn rescue	Abeta rescue	DRD3 antagonist	Akt phos inh	PTHR1 ag	GLP1R inv ag	GLP1R ag
> CSc1nnc(-c2ccccc2)c(=O)[nH]1
→ -38%	3%	-8%	8%[9.22 µM]	-5	i	i	5%	-13%
> CC1CN(C(C)C)C(=S)N(c2ccccc2)C1=O (configuration not stated)
→ -11%	-9%	-6%	6%	-12	i	i	5%	11%
> O=C(COC(=O)C1CC1)Nc1ccc2c(c1)OCO2
→ -9%	9%	0%	-8%	-3	i	-12%	4%	7%
> Oc1c(Cl)cc(Cl)cc1CNc1ccc(Br)cn1
→ -18%	2%	-8%	1%	-55*	i	-26%	?	2%
> Cc1cccc(NC(=O)CN2C(=O)N/C(=C/c3ccc(-c4cccc(C(=O)O)c4C)o3)C2=O)c1
→ 7%	-1%	3%	-2%	?	i	i	12%	-1%
> COc1ccc(NC(=O)CSc2nc(-c3ccccc3)nc3cc(=O)[nH]n23)cc1
→ 14%	2%	·	-12%	·	·	i	?	·
> CCOCc1c(C(=O)NCc2ccccc2CN2CCCC2)oc2ccccc12
→ 3%	22%	4%	0%	22	i	-15%	?	4%
> Cc1ccc(NC(=O)c2cccc(-n3cnnn3)c2)cc1Cl
→ -11%	-22%	6%	14%	0	i	-71%[inhibitor]	-12%	-3%
> Cc1ccc(NC2CCCN(C(=O)c3cccc4nccnc34)C2)cc1C (configuration not stated)
→ 14%	11%	-1%	-4%	-14	i	-20%	0%	5%
> COc1[nH]c(/N=C/c2ccccc2)c(C#N)c1C#N
→ -39%	13%	1%&-12%	0%	-5	i	i	11%	-10%
> O=C(Nc1nc2c(s1)CN(Cc1ccccc1)CC2)C1CCC1
→ ?	-21%[9.22 µM]	1%	-18%	-10	i	-15%	?	5%
> CCOC(=O)C1CCCN(C2CC(=O)N(c3ccc(C(C)C)cc3)C2=O)C1 (configuration not stated)
→ -7%	35µM*	6%	-42%[inhibitor]	-13	i	i	7%	-9%
> CC(=NNc1nc2ccccc2o1)c1ncccn1
→ ·	?	-29%	-67%[inhibitor]	0	i	i	-75%	-5%
> CCNC(=S)NNC(=O)c1cccc(Br)c1
→ -22%	0%	-10%	14%	5	i	-3%[57.5 µM]	3%	0%
> COC(=O)C(Cc1ccccc1)NC(=O)c1ccc(C)cc1 (configuration not stated)
→ -22%	-5%	7%	-8%	1	i	-34%[inhibitor]	6%	-8%
> Cn1c(Nc2ccc(Cl)cc2)cc(=O)n(C)c1=O
→ -10%&-16%	3%&23%	-9%	-8%&-2%	10	i	-8%	36%&7%[activator]	3%
> CC(C)C(NC(=O)c1c(F)cccc1F)C(=O)N1CCN(S(=O)(=O)/C=C/c2ccccc2)CC1 (configuration not stated)
→ 20%	17%	0%[1.84 µM]	3%	8	i	i	-18%	-3%
> CCOc1ccc(-n2c(C)nc3cc(C(=O)NCCCN4CCOCC4)ccc32)cc1
→ -3%	11%	2%	6%	2	i	-24%[57.5 µM]	-5%	18%
> COc1ccc(CCOC(=O)CNC(=O)c2ccc(Cl)cc2Cl)cc1
→ ·	27%	4%	7%	-6	i	i	-16%	1%
> Cc1ccc(C)c(S(=O)(=O)c2nnn3c2nc(Nc2ccc(C)c(C)c2)c2ccccc23)c1
→ -13%	-5%	·	-23%	·	·	?	2%	·
> CCOc1ccc2oc(=O)cc(CN3CCN(Cc4ccccc4)CC3)c2c1
→ -13%	3%	11%	-2%	1	i	i	4%	3%
> CCN(CC)C(=O)CSc1nnc2ccc3ccccc3n12
→ 10%	23%	·	-6%	·	·	i	8%	·
> CC(C)(C)n1nnnc1CN(Cc1ccc(F)cc1)Cc1ccco1
→ 43%	?	5%	-8%	-14	i	-12%[57.5 µM]	-15%	7%
> Cc1ccc(C(=O)Nc2ccnc(-c3cccnc3)n2)cc1
→ -20%	12%	0%	-3%	9	i	-16%	17%	-4%
> COc1ccccc1NC(=O)CSC1=Nc2ccccc2C2=NC(CC(=O)NCCc3ccccc3)C(=O)N12 (configuration not stated)
→ 32%	15%	·	-5%	·	·	i	8%	·
> O=C1NN(c2ccc(F)cc2)C(=O)/C1=C\C=C\c1ccco1
→ -1%	-1%	9%	15%	3	i	i	-10%	5%
> COc1ccc(C)cc1N(CC(=O)NC(C)c1ccccc1)S(C)(=O)=O (configuration not stated)
→ -18%	15%	8%	27%	3	i	-23%	15%	0%
> COC(=O)C1=C(C)Nc2ncnn2C1c1ccccn1 (configuration not stated)
→ 11%	-14%	-13%	10%	8	i	i	6%	-12%
> O=C(NCCS(=O)(=O)N1CCN(c2ccccc2F)CC1)C(c1ccccc1)c1ccccc1
→ 16%	?	·	-3%	·	·	i	-7%	·
> CCC(CO)Oc1cc(NC(=O)c2ccccc2F)c2ncn(C(C)C)c2c1 (configuration not stated)
→ 0%	6%	10%	-2%	6	i	-20%	10%	18%
> CCCN(CCC)C(=O)CC(c1ccccc1)c1ccc(C)cc1O (configuration not stated)
→ 23%	-18%	3%	-12%	8	i	-25%	0%	5%
> Cc1ccccc1OCc1csc(N)n1
→ -34%	26%	-19%	-2%	-16	i	-33%[inhibitor]	-10%	-5%
> CNC[C@@H]1Oc2ccc(NS(=O)(=O)c3ccc(Cl)cc3)cc2C(=O)N([C@H](C)CO)C[C@@H]1C
→ 33%	0%	-7%	2%	-12	i	-12%	17%	-2%
> O=C(CN1CCN(c2ccccc2)CC1)NCc1ccc(F)cc1
→ -22%	15%	-3%	-2%	-26	i	-21%	-26%	-2%
> COc1ccc(/C=C2\N=C(c3ccc(C)cc3)OC2=O)cc1
→ -11%	14%	-1%	3%	?	i	i	12%	-17%
> Cc1[nH]c2ccccc2c1C(=O)C(=O)NC1CC1
→ 1%	-1%	-1%	4%	11	i	-13%	19%	-4%
> Cc1ccc(S(=O)(=O)N2CCOCC2)cc1NC(=O)COc1ncnc2ccccc12
→ ·	-9%	9%	17%	1	i	0%	12%	3%
> Cn1c(N)c(C(=O)CSc2ccccn2)c(=O)n(C)c1=O
→ 21%	-24%	-2%	6%	0	i	-38%[inhibitor]	19%	-1%
> O=C1NCCc2onc(-c3ccc(Br)cc3)c21
→ -14%	35µM*	-18%	-31%	8	i	i	23%	11%
> CN(Cc1ccc(-n2cccn2)cc1)Cc1nc(-c2cnccn2)no1
→ -5%	·	2%	4%	0	i	-3%	5%	7%
> OCCC1CN(Cc2nc3ccccc3s2)CCN1C1CCCCC1 (configuration not stated)
→ -23%	5%	-4%	7%	-7	i	i	-9%	-2%
> N#C/C(=C\c1ccccc1)c1n[nH]c(Cn2cncn2)n1
→ 13%	5%	-1%	1%	9	i	i	2%	0%
> Cc1ccc(-c2n[nH]c(=O)c3ccccc23)cc1S(=O)(=O)Nc1ccc(F)cc1
→ 30%	-5%	0%	-4%	11	i	-23%	125%[activator]	13%
> O=C1c2ccccc2[C@@H]2C[C@@H](O)[C@H](Nc3cccc4ccccc34)CCN12
→ 19%	25%	-3%	-5%	-56*	i	-34%[inhibitor]	15%	6%
> Cc1[nH]c2ccc(C(=O)N3CCCCC3)cc2c1C
→ 17%	11%	2%	15%	15	i	-15%	-3%[0.307 µM]	3%
> O=S(=O)(c1ccccc1)N1CCN(S(=O)(=O)N2CCCCC2)CC1
→ 5%	-22%	-8%	-1%	-26	i	10%	-2%	0%
> O=C(CN1CCCc2ccccc21)Nc1ccccc1[N+](=O)[O-]
→ 10%	10%	0%	21%	-10	i	-8%	?	15%
> Cc1ccccc1NS(=O)(=O)c1ccc(C(=O)N2CCCCCCC2)cc1
→ 29%	4%	0%	3%	-14	i	-13%	?	10%
> O=C(COC(=O)C1CCCN1C(=O)c1cccs1)Nc1ccc2c(c1)OCO2 (configuration not stated)
→ 14%	5%	10%	1%	0	i	i	5%	7%
> COc1ccc(NC(=S)c2ccc(N(C)C)cc2)cc1
→ ·	6%	-1%	0%	9	i	-17%	4%	-17%

Some of the entries so far, field by field:
molecule: O=C1c2ccccc2[C@@H]2C[C@@H](O)[C@H](Nc3cccc4ccccc34)CCN12
  FUS yeast rescue: 19%; TDP-43 yeast inh: 25%; aSyn rescue: -3%; Abeta rescue: -5%; DRD3 antagonist: -56*; Akt phos inh: i; PTHR1 ag: -34%[inhibitor]; GLP1R inv ag: 15%; GLP1R ag: 6%

molecule: N#C/C(=C\c1ccccc1)c1n[nH]c(Cn2cncn2)n1
  FUS yeast rescue: 13%; TDP-43 yeast inh: 5%; aSyn rescue: -1%; Abeta rescue: 1%; DRD3 antagonist: 9; Akt phos inh: i; PTHR1 ag: i; GLP1R inv ag: 2%; GLP1R ag: 0%

Of the compounds above, four have an aryl thioether with sulfur outside any ring:
Below each compound: FUS yeast rescue	TDP-43 yeast inh	aSyn rescue	Abeta rescue	DRD3 antagonist	Akt phos inh	PTHR1 ag	GLP1R inv ag	GLP1R ag
> CSc1nnc(-c2ccccc2)c(=O)[nH]1
→ -38%	3%	-8%	8%[9.22 µM]	-5	i	i	5%	-13%
> COc1ccc(NC(=O)CSc2nc(-c3ccccc3)nc3cc(=O)[nH]n23)cc1
→ 14%	2%	·	-12%	·	·	i	?	·
> CCN(CC)C(=O)CSc1nnc2ccc3ccccc3n12
→ 10%	23%	·	-6%	·	·	i	8%	·
> Cn1c(N)c(C(=O)CSc2ccccn2)c(=O)n(C)c1=O
→ 21%	-24%	-2%	6%	0	i	-38%[inhibitor]	19%	-1%

Bioassay records deposited in PubChem by National Center for Advancing Translational Sciences (NCATS).
